West Nile virus CPE: inhibition of WNV-induced cytopathic effect – cell-based, CPE readout (AID 1621); West Nile virus-infected cells, CPE inhibition; higher % means a stronger effect; 0.02% of 290,000 active; CPE inhibition, % at 10 µM; hits with a dose series show IC50 in µM; in the data active = a potency from the dose series; inconclusive = CPE inhibition mostly from about 3.7% at the one dose, without a potency; inactive = the rest, 99 in 100 with CPE inhibition below about 2.2%; note: strong numbers were not always called active
SIAH1 antagonists: blockers of Siah-1 interaction with plectin peptide – biochemical, fluorescence polarization, rhodamine-plectin, uHTS, primary screen (AID 1817); Siah-1 / rhodamine-plectin peptide fluorescence polarization; higher % means a stronger effect; displacement, % at 20 µM; hits with a dose series show IC50 in µM; 0.02% of 290,000 active;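 active = displacement of at least 50% at 20 µM, with a fluorescence ratio check between 0.3 and a set limit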;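 note: plate controls were Siah plus tracer with DMSO for no effect and tracer alone without Siah for full effect; strong numbers were not always called active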
Salmonella PhoP GFP: PhoP-dependent GFP reporter repression – Salmonella Typhimurium, primary screen (AID 1863); S. Typhimurium PhoP-regulated promoter GFP reporter, 4 h; higher % means a stronger effect; 0.16% of 300,000 active; one-dose inhibition, % at 50 µM; IC50 in µM for titrated hits;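 active = inhibition over 29.93%, a cutoff 3 SD above the screen mean, later confirmed by dose response; inconclusive = inhibition over 29.93% but no dose response follow-up; inactive = inhibition at most 29.93% or unconfirmed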;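 note: 0% = low Mg2+ inducing control and 100% = high Mg2+ repressing control; strong numbers were not always called active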
Active calls of the source: *; ? = inconclusive. These rows are one share of the data, so the mix of outcomes need not match the whole.

SMILES	West Nile virus CPE	SIAH1 antagonists	Salmonella PhoP GFP
CC[C@@H]1[C@H]2CCCC(=O)N3CC[C@@H](C[C@@H]1Nc1ccccc1)[C@@H]23	-0.4%	4%	9%
Cc1ccc(CNC(=O)CCS(=O)(=O)c2ccc3c(c2)oc(=O)n3C)cc1	0.6%	-4%	9%
O=C(NC1CC1)C1CCN(C2CCN(C(=O)c3ccc(C(F)(F)F)cc3)CC2)CC1	0.4%	-3%	2%
COc1cc2nc(Nc3ccc(C)c(Cl)c3)nc(N)c2cc1OC	-1.7%	-4%	-6%
CC1(C)N=C(N)N=C(N)N1c1ccc(Oc2ccc(Cl)cc2)c(Cl)c1	-0.1%	3%	16%
COc1cc(NC(=O)Nc2cc(C)on2)cc(OC)c1OC	0.0%	-1%	2%
Cc1[nH]c2ccc(C(=O)N3CCN(Cc4ccccc4)CC3)cc2c1C	-1.0%	2%	-1%
COc1ccc(NC(=O)c2ccc(NC(=O)C3CC3)cc2)cc1	?	0%	1%
CCn1c(=O)cc(OCC(=O)NCCCN2CCCC2=O)c2ccccc21	0.5%	4%	0%
CC(=O)CN1C(=O)NC(c2ccccc2)(c2ccccc2)C1=O	0.1%	-2%	1%
CN1CCN(c2ccc(C(F)(F)F)cc2NC(=O)c2ccco2)CC1	-0.7%	-1%	-3%
CC(=O)c1ccc(NC(=O)c2cccc(S(=O)(=O)N3CCN(C)CC3)c2)cc1	-0.5%	2%	0%
CC(C)C[C@H](NC(=O)[C@@H]1Cc2c([nH]c3ccccc23)C2c3ccccc3C(=O)N21)C(=O)NCC1CCCO1 (stereo not given in full)	-0.7%	-2%	-8%
COc1cc(C)ccc1OCc1cc(C(=O)NCCN2CCCC(O)C2)no1 (stereo not given)	-0.5%	-3%	1%
COc1ccc(-c2cncnc2-c2ccc(OC)cc2O)cc1	0.6%	3%	-7%
COCCCNC(=O)c1cc(-c2cccnc2)nc2ccccc12	0.6%	16%	-3%
Cc1ccc2c(c1)N(CC(=O)N1CCCC1)C(=O)c1cccnc1O2	-0.2%	-2%	-1%
CCn1c(SCC(=O)N2CCCCCC2)nc2ccccc2c1=O	0.5%	2%	-1%
N#C/C(=C\c1cccnc1)C(=O)Nc1ccccc1[N+](=O)[O-]	0.8%	10%	-1%
CCOC(=O)C1CCCN(C(=O)/C(=C/c2ccco2)NC(=O)c2ccccc2)C1 (stereo not given)	-0.6%	3%	-3%

6 structures from above, arranged by length of the SMILES, smallest number first:
SMILES	West Nile virus CPE	SIAH1 antagonists	Salmonella PhoP GFP
COCCCNC(=O)c1cc(-c2cccnc2)nc2ccccc12	0.6%	16%	-3%
COc1ccc(NC(=O)c2ccc(NC(=O)C3CC3)cc2)cc1	?	0%	1%
N#C/C(=C\c1cccnc1)C(=O)Nc1ccccc1[N+](=O)[O-]	0.8%	10%	-1%
Cc1ccc(CNC(=O)CCS(=O)(=O)c2ccc3c(c2)oc(=O)n3C)cc1	0.6%	-4%	9%
CCOC(=O)C1CCCN(C(=O)/C(=C/c2ccco2)NC(=O)c2ccccc2)C1 (stereo not given)	-0.6%	3%	-3%
CC(=O)c1ccc(NC(=O)c2cccc(S(=O)(=O)N3CCN(C)CC3)c2)cc1	-0.5%	2%	0%

Next entries follow.
SMILES	West Nile virus CPE	SIAH1 antagonists	Salmonella PhoP GFP
CC(C)c1nn2c(=O)cc(COc3cccc(NC(=O)c4ccco4)c3)nc2s1	0.9%	-1%	1%
O=C(NCCc1ccccc1)C1CCN(S(=O)(=O)N2CCOCC2)CC1	1.5%	2%	-8%
Cc1cc(C)c(C)c(OCCN2CCOCC2)c1	-0.2%	-2%	0%
CN(C)Cc1c(C(=O)N/N=C/c2cccc3ccccc23)nnn1-c1nonc1N	0.7%	15%	2%
Cc1cc(OCC(=O)NCCCN2CCCC2=O)c2c(C)cc(=O)oc2c1	-0.4%	-5%	-1%
COc1ccc(N2CC(C(=O)NCc3nnnn3-c3ccc(C)c(C)c3)CC2=O)cc1 (stereo not given)	-0.2%	9%	-3%
COc1ccccc1C(=O)N/N=C/C(C)=C/c1ccccc1	-0.3%	13%	-3%
O=C(O)CCCn1c(=O)c2cccn2c2ccc(F)cc21	0.0%	10%	4%
Nc1nonc1-n1nnc(C(=O)N/N=C/c2cccc(Cl)c2)c1-c1cccs1	0.7%	10%	-8%
O=C(NCC(=O)N(c1cccc(F)c1)C(C(=O)NC1CCCC1)c1ccncc1)c1ccco1 (stereo not given)	0.2%	0%	13%
CC1Cc2cc(S(=O)(=O)N3CCN(c4ccc(Cl)cc4)CC3)ccc2N1C(=O)C1CC1 (stereo not given)	-0.4%	4%	-9%
COc1ccccc1C(=O)Nn1cnnc1	0.4%	-1%	2%
Cc1nnc(NC(=O)c2cc(-c3ccncc3)nc3c(C)cccc23)s1	0.1%	0%	10%
CN(Cc1ccc(F)cc1)C(=O)COc1ccc2ccccc2c1	-0.3%	2%	-5%
Nc1c(-c2ccc(Cl)cc2)cnn1-c1ccccc1	-0.8%	-2%	4%
CCCN1CCc2c(sc(NC(=O)CCS(=O)(=O)c3ccccc3)c2C(N)=O)C1	-0.9%	2%	1%
COc1ccc(CCNC(=O)Nc2ccc(F)cc2F)cc1OC	-0.4%	-1%	19%
COCCN(Cc1nc(C(c2ccccc2)c2ccccc2)no1)C(C)C	-1.1%	2%	-5%
CCN(CC(=O)NC1CCS(=O)(=O)C1)S(=O)(=O)c1ccccc1Cl (stereo not given)	0.5%	-4%	-2%
O=C(Nc1ccc(C(=O)N2CCCCC2)cc1)c1cccc([N+](=O)[O-])c1	0.0%	3%	-4%
COC(=O)c1ccc(COc2ccc(C(C)(C)C)cc2)o1	1.1%	2%	1%
C#CCN(C(=O)c1cc(COc2ccc(C)c(C)c2)on1)C1CCCCC1	-1.4%	7%	8%
Fc1ccccc1NC(=S)NCc1ccccc1	0.5%	-3%	4%
Cc1ccc(S(=O)(=O)CCN2CCN(c3ccccc3)CC2)cc1	-0.8%	3%	3%
O=S(=O)(c1ccc(F)c(F)c1)N1CCN(c2ncccn2)CC1	-0.2%	-5%	14%
Cc1ccc(S(=O)(=O)NNC(=S)NCC2CCCO2)cc1 (stereo not given)	-1.0%	1%	2%
COc1cc(NC(=O)C2CC(c3ccccc3O)=NO2)c(OC)cc1Cl (stereo not given)	2.2%	0%	2%
CC(=O)Nc1ccc(NC(=O)c2cc(-c3ccc(C)c(C)c3O)n[nH]2)cc1	-0.2%	-8%	1%
Cc1ccc(OCCCCN2CCCCC2)c(C)c1	-0.1%	2%	-2%
C/C(=N\NC(=O)C1CC1)c1ccc(OC(F)F)cc1OC(F)F	-0.5%	0%	-1%
CC(=O)c1cccc(NC(=O)c2ccccc2N(Cc2ccccc2)S(C)(=O)=O)c1	-1.4%	10%	9%
NS(=O)(=O)c1ccc(NC(=S)NC(=O)C2CCCC2)cc1	0.3%	-4%	8%
Cc1cccn2c(=O)c3cc(C(=O)NCC(C)C)sc3nc12	-0.8%	3%	-1%
NC(=O)c1c(NC(=O)C(=O)N2CCOCC2)sc2c1CCCC2	0.0%	2%	0%
CCCCc1cc(=O)oc2c3c(cc(OCC(=O)N4CCC[C@H]4C(=O)O)c12)OC(C)(C)CC3	0.5%	-2%	-4%
COc1ccccc1C1CCN(C(=O)c2ccccc2)CC1	-0.3%	4%	1%
NC(=O)c1nsc(C(=O)N(c2cccc(F)c2)C(C(=O)NC2CCCC2)c2ccco2)c1N (stereo not given)	0.1%	-2%	-8%
O=S(=O)(/C=C/c1cccc(Br)c1)N1CCOCC1	0.2%	2%	-5%
Cn1c(=O)c2c(ncn2CC(=O)Nc2ccc3c(c2)OCO3)n(C)c1=O	0.0%	9%	-2%
COc1ccc(-c2ccc(=O)n(Cc3ccccc3)n2)cc1	-1.1%	3%	13%
CCOc1nc(-c2ccccc2)c2cc(C)ccc2n1	0.0%	14%	-12%
CCCCOc1ccc(C(=O)Nc2cccc(-n3cnnn3)c2)cc1OC	-0.1%	4%	0%
CC(=O)c1ccc(NC(=O)CCNC(=O)c2ccccc2Cl)cc1	0.3%	-4%	9%
CC(C)Cc1cc(C(=O)N2CCCC(C(=O)c3cc(F)ccc3F)C2)n(C)n1 (stereo not given)	0.6%	4%	3%
COc1ccc(CNC(=O)C2CCC(=O)N(CCCN3CCCC3=O)C2)cc1 (stereo not given)	-0.3%	9%	3%
CCOc1ccccc1C(=O)Nc1ccc(S(=O)(=O)N2CCN(C)CC2)cc1	-1.4%	9%	-5%
CCOC(=O)Cn1c(=O)n(Cc2ccc(C)cc2)c(=O)c2cccnc21	-0.8%	2%	-8%
CCN(CC)CCN(C(=O)c1ccc2c(c1)CCCC2)c1nc2ccc(OC)cc2s1	-0.6%	-3%	4%
Cc1ccc(N(C(=O)c2csnn2)C(C(=O)NC2CCCCC2)c2ccccn2)cc1 (stereo not given)	-0.4%	0%	3%
CCc1nn2c(=O)c(S(=O)(=O)Nc3cccc(F)c3)c(C)nc2s1	-0.8%	0%	6%
Cc1cccc(NNC(=S)Nc2c(C)cccc2C)c1	-0.4%	-1%	10%
COc1ccc(-c2cc(=O)oc3c(C)c(OC(C)C(C)=O)ccc23)cc1 (stereo not given)	-0.3%	7%	2%
COC(=O)c1cc(S(=O)(=O)NCc2cccc(Br)c2)c[nH]1	-0.6%	3%	-1%
CCN(CC)C(=O)CSc1nnc(-c2ccc(S(=O)(=O)N3CCOCC3)cc2)n1C	-0.1%	3%	-3%
CCOc1ccc(S(=O)(=O)N2CCCC(C(=O)NCc3ccccn3)C2)cc1 (stereo not given)	-1.5%	3%	-3%
Cc1ccc(C(=O)N2CCCN(c3nc4cc5c(cc4cc3C#N)OCO5)CC2)cc1	0.6%	-4%	3%
O=C(Nc1ccc(C(=O)N2CCCCC2)cc1)c1ccccc1Br	-0.4%	6%	-1%
COc1ccccc1C(=O)NNC(=O)c1ccccc1Br	-0.2%	2%	-7%
COc1cccc(NC(=O)CCS(=O)(=O)c2ccc3c(c2)oc(=O)n3C)c1	0.3%	-2%	-7%
Cc1ccc(OCC(=O)Nc2ccc(NC(=O)c3ccccc3)cc2)cc1C	-0.5%	2%	-3%
CC(=O)C1=C(O)C(=O)N(Cc2ccccc2)C1c1ccc(N(C)C)cc1 (stereo not given)	-1.1%	15%	-2%

A section from further up:
SMILES	West Nile virus CPE	SIAH1 antagonists	Salmonella PhoP GFP
O=C(Nc1ccc(C(=O)N2CCCCC2)cc1)c1cccc([N+](=O)[O-])c1	0.0%	3%	-4%
COC(=O)c1ccc(COc2ccc(C(C)(C)C)cc2)o1	1.1%	2%	1%
C#CCN(C(=O)c1cc(COc2ccc(C)c(C)c2)on1)C1CCCCC1	-1.4%	7%	8%
Fc1ccccc1NC(=S)NCc1ccccc1	0.5%	-3%	4%
Cc1ccc(S(=O)(=O)CCN2CCN(c3ccccc3)CC2)cc1	-0.8%	3%	3%
